Screens: PubChem, several laboratories
Calb biofilm kill = clotrimazole potentiators killing Candida biofilms, primary screen, with clotrimazole, Alamar Blue; inhibition, % at 6 µM; C. albicans biofilm + clotrimazole; 85,000 compounds, 0.14% hits;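 active = inhibition above 20%; inactive = inhibition below 20%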;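 note: preformed 24 hr biofilms exposed to compound for 48 hr; 0% = biofilm without compound and 100% = blank killed by clotrimazole plus chlorhexidine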
DAT uptake mod = changed hDAT dopamine uptake under cocaine IC80, either direction, primary screen, cocaine antagonist project, cell-based, LLC-PK1 hDAT, [14C]-dopamine uptake, MLSMR; 110,000 compounds, 1.3% hits; AID 449768, 2010; LLC-PK1 hDAT cells, [14C]-dopamine uptake with cocaine IC80; actives deviate in either direction; B-score at 10 µM;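 active = Z score or B-score, a plate-position-corrected score, falls beyond the plate's 99.7% confidence bounds, in either direction; inactive = both scores lie inside the 99.7% bounds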;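 note: scored against the spread of the other compound wells on the same plate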
Target sequence (Q01959 whole entry, looked up): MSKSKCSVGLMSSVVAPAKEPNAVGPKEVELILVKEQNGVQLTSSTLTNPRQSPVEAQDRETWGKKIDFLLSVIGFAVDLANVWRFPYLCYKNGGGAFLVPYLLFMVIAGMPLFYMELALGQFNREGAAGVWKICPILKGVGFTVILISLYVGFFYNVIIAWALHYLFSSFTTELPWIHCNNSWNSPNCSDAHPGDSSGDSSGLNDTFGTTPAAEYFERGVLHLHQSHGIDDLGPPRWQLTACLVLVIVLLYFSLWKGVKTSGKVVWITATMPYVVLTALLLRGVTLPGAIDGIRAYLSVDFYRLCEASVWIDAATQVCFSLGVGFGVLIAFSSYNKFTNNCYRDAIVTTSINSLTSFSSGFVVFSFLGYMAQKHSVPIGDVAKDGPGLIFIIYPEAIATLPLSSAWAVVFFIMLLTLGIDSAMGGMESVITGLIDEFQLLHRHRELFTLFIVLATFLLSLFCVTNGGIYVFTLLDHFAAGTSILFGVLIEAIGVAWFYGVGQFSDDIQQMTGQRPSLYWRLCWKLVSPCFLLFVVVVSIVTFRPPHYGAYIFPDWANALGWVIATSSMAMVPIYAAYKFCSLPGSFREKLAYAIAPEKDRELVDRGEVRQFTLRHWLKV
HUVEC tox TNFa = cytotoxicity in TNFa-stimulated HUVEC, primary screen, cytotoxicity control for VCAM1 expression modulator project, imaging, Hoechst nuclei count. AID 848, 2007. cell count reduction, % at 2 µM. 93,000 compounds, 0.17% hits. HUVEC TNFalpha-stimulated, Hoechst cell count;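 active = cell count reduction exceeding the screen mean by over 5 SD, scaled to untreated wells per plate, cut at about 78% in these data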;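 note: cells counted after 24 h of TNF alpha exposure following the 1 h pretreatment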
IL1B cytotox = cytotoxicity in IL-1B stimulated HUVEC, primary screen, cytotoxicity control for IL-1B NFkB translocation project, imaging, Hoechst nuclear count, IL-1B stimulus; HUVEC cell count loss; 94,000 compounds, 0.41% hits; AID 845, 2007; cell count reduction, % at 2 µM;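 active = cell count reduction more than 3 SD above the screen-wide mean, cut at about 70% in these data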;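 note: normalized per plate to untreated control cells as the no-loss baseline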
CYP2C19 inh = blockers of cytochrome P450 2C19 activity – biochemical, luminescence, ADME assay, primary screen. P33261. CYP2C19 Supersomes, luciferin-H EGE luminescence, 30 min. inhibition, % at 5 µM. 96,000 compounds, 21% hits;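 active = CYP2C19 inhibition above a set limit at 5 µM in the primary screen, cut at about 50% in these data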;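 note: plate controls were negative control wells for no effect and 2.5 mM tranylcypromine positive control for full effect; values of inactives mirror those of a sister screen read the other way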
Target sequence (P33261 whole entry, looked up): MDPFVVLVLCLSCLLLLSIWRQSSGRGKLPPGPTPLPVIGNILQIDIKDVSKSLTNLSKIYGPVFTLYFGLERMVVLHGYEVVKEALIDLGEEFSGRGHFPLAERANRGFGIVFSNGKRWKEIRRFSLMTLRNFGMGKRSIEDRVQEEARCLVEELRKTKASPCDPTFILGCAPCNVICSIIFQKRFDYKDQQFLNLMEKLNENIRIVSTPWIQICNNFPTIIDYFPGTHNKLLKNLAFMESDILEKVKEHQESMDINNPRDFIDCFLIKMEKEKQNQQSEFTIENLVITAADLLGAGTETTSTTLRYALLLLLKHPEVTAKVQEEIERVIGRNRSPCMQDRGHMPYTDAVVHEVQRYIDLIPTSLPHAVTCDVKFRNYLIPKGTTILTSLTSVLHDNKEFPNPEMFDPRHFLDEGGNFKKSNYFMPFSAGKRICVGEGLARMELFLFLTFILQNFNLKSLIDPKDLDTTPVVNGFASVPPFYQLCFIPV
CYP2C19 act = human CYP2C19 activators, primary screen, biochemical, luminescence; AID 1025, 2008; recombinant CYP2C19, luciferin-H EGE luminescence; stronger effect = higher value; 0 = fully inhibited enzyme, 1 = untreated enzyme; Cytochrome P450 2C19 (Homo sapiens), P33261; activation factor at 5 µM; 96,000 tested, under 10 active;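 active = activation factor of at least 2 at 5 µM in the primary screen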;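 note: 0 = wells with 2.5 mM tranylcypromine and 1 = vehicle-only wells; values of inactives mirror those of a sister screen read the other way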
VCAM1 TNFa inh = inhibitors of TNFa-induced VCAM1 expression, primary screen, imaging, HUVEC, TNFa stimulus, immunofluorescence; inhibition, % at 2 µM; AID 802, 2007; HUVEC TNFa-induced VCAM-1 immunofluorescence, high-content imaging; 95,000 compounds, 0.48% hits;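 active = inhibition above the batch mean plus 3 SD, with images confirmed as a hit by eye, cut at about 37% in these data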;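 note: 0% = TNF-stimulated DMSO wells and 100% = unstimulated control wells; not every result past the cut was called active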
CYP2C9 inhib = blockers of cytochrome P450 2C9 activity – biochemical, luminescence, ADME assay, primary screen; P11712; CYP2C9 Supersomes, luciferin-H conversion; inhibition, % at 5 µM; 96,000 compounds, 20% hits; AID 777, 2007;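 active = blocking of liver enzyme CYP2C9 beyond about 50% at 5 µM, limit read from the data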; note: values of inactives mirror those of a sister screen read the other way
CYP2C9 act = human CYP2C9 activators, primary screen, biochemical, luminescence. Cytochrome P450 2C9 (Homo sapiens), P11712. recombinant CYP2C9, luciferin-H conversion; stronger effect = higher value; factor 1 = untreated enzyme, 0 = blocked. activation factor at 5 µM. 96,000 compounds, 1.4% hits. AID 1024, 2008;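 active = activation factor of 2 or more for CYP2C9 at a 5 µM dose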;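 note: 0 = sulfaphenazole-blocked wells and 1 = vehicle-only wells; values of inactives mirror those of a sister screen read the other way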
The depositor's hits bear a star; x = not tested or not shown.

SMILES	Calb biofilm kill	DAT uptake mod	HUVEC tox TNFa	IL1B cytotox	CYP2C19 inh	CYP2C19 act	VCAM1 TNFa inh	CYP2C9 inhib	CYP2C9 act
COc1ccc(C(=O)N2CCC(C(=O)Nc3ccccc3OC)CC2)cc1	0	0.88	-26	-5	13	0.9	10	-20	1.2
COc1cc(CNCc2cccs2)cc(Br)c1OC	x	0.0041	-6	4	68*	0.3	-3	9	0.9
COCCCNC(=O)Cc1ccccc1OC	4	-0.63	-24	-10	-12	1.1	12	13	0.9
CCOC(=O)c1[nH]c2cc(OC)c(OC)cc2c1NC(=O)c1nonc1C	5	-2	75	29	1	1	37	48	0.5
COc1cccc(CC(NC(C)=O)C(=O)NC2CCN(c3nc(C)cc(C)c3C#N)CC2)c1OC (stereo unspecified)	5	0.58	-9	-14	39	0.6	14	33	0.7
CCOC(=O)C1(C(=O)OCC)CC1c1ccccc1 (stereo unspecified)	x	-0.84	4	8	41	0.6	0	9	0.9
CCCCNC(=O)C1CC(c2c(Cl)cccc2Cl)=NO1 (stereo unspecified)	x	0.63	-10	-5	27	0.7	17	-385	4.8*
COC(=O)c1cccc(NS(=O)(=O)c2cccs2)c1C	4	1.7	-6	17	14	0.9	6	74*	0.3
COc1ccccc1NC(=O)c1nc[nH]c1C(=O)Nc1ccccc1OC	-2	1	-12	-67	5	1	-12	18	0.8
Cc1cccc(N2CCN(C(=O)c3ccc(N4CCCC4=O)cc3)CC2C)c1 (stereo unspecified)	2	-0.74	12	-23	56*	0.4	0	29	0.7
COc1cccc(CNc2ccc(S(N)(=O)=O)cc2)c1OC	2	-0.32	-5	-41	-1	1	-3	-9	1.1
Cc1nc2c(ccc3nc(NC(=O)c4ccc(S(=O)(=O)N(C)C)cc4)sc32)s1	3	0.66	-14	8	5	1	-3	37	0.6
CCCCCNC(=O)C(C)Sc1ccc(Cl)cc1 (stereo unspecified)	0	0.074	-2	15	37	0.6	10	45	0.6
Cc1nc(NC2=NCN(CCCN3CCOCC3)CN2)nc2c(C)cccc12	3	x	26	5	2	1	21	-14	1.1
CCCCn1c(SC(C)C(N)=O)nc2cc(C(=O)OC)ccc2c1=O (stereo unspecified)	3	1	-14	-3	41	0.6	18	9	0.9
CCCCN(CCCC)c1cn[nH]c(=O)c1Cl	6	0.51	-26	-4	x	x	8	x	x
CC1(C)Cn2c(nnc2-c2cccc(O)c2)S1	3	-0.52	-32	3	17	0.8	-11	10	0.9
COC(CNC(=O)c1ccc2c(c1)nc(C)n2-c1cccc(F)c1)OC	3	-0.69	6	33	-17	1.2	4	-14	1.1
CCN(CC)C(=O)C1CCCN(Cc2ccccc2)C1 (stereo unspecified)	3	0.42	-6	7	17	0.8	-17	2	1
CCCC(C)C(=O)Nc1ccc(Cl)cc1Cl (stereo unspecified)	6	-0.022	-6	16	35	0.7	9	3	1
CCCn1c(SCC(=O)N2c3ccccc3CCc3ccccc32)nc2c1c(=O)n(C)c(=O)n2C	x	-0.072	-34	-2	20	0.8	-32	0	1
CC(CN1CCOCC1)C(=O)O (stereo unspecified)	5	0.032	3	19	x	x	7	x	x
Cc1noc(NS(=O)(=O)c2ccc(N3C(=O)c4ccccc4C3=O)cc2)c1C	1	0.27	-9	-105	-4	1	-8	16	0.8
COc1ccccc1Nc1nc(N)nc(CN2CCN(c3ccccc3)CC2)n1	4	2.5*	10	1	21	0.8	-8	14	0.9
CCOC(=O)N1CCC(NC(=O)CN2C(=O)C(CC)Oc3ccc(C)cc32)CC1 (stereo unspecified)	6	0.32	x	x	27	0.7	x	11	0.9
C/C(=N\NC(=O)c1c[nH]c2ccccc12)c1ccc(C)o1	0	1	-13	9	42	0.6	-3	37	0.6
Fc1ccc(NC(=S)N2N=CCC2c2ccccc2)cc1 (stereo unspecified)	2	1.5	-11	2	64*	0.4	-1	26	0.7
CCCN(CCC)C1=N/C(=C\c2ccco2)C(=O)N1c1ccccc1	x	-0.59	18	2	64*	0.4	3	71*	0.3
O=C(NC1CCCCC1)C1CCN(S(=O)(=O)c2cccs2)CC1	9	0.3	7	14	-10	1.1	8	-22	1.2
COc1ccc(S(=O)(=O)NNC(=O)c2csc(-n3nc(C)cc3C(F)(F)F)n2)cc1	4	1.3	-20	18	16	0.8	2	49	0.5
CN1C(=S)SC(N(O)C(=O)Nc2ccccc2)C1(C)C (stereo unspecified)	5	-0.4	-18	-10	45	0.6	-11	40	0.6
O=C(NCc1ccc2c(c1)OCO2)C1CCN(S(=O)(=O)c2cccc3nsnc23)CC1	-1	x	2	10	1	1	5	-9	1.1
CC1(C)OC(=O)C(=C2CCCN2)C(=O)O1	3	x	-17	14	10	0.9	8	0	1
O=C(Nc1ccccc1N1CCCCC1)c1ccc(N2C(=O)c3ccccc3C2=O)cc1	10	1.4	-3	-12	49	0.5	-5	55*	0.5
CCN(C(=O)CSc1nnnn1-c1cc(C)ccc1OC)C1CCS(=O)(=O)C1 (stereo unspecified)	6	-0.52	x	x	29	0.7	x	-23	1.2
CCCOC(=O)NC1CCS(=O)(=O)C1 (stereo unspecified)	8	-0.87	-9	-2	2	1	10	2	1

In another format: entries from further up
molecule,Calb biofilm kill,DAT uptake mod,HUVEC tox TNFa,IL1B cytotox,CYP2C19 inh,CYP2C19 act,VCAM1 TNFa inh,CYP2C9 inhib,CYP2C9 act
CCCCN(CCCC)c1cn[nH]c(=O)c1Cl,6,0.51,-26,-4,x,x,8,x,x
Fc1ccc(NC(=S)N2N=CCC2c2ccccc2)cc1 (stereo unspecified),2,1.5,-11,2,64*,0.4,-1,26,0.7
CCCCNC(=O)C1CC(c2c(Cl)cccc2Cl)=NO1 (stereo unspecified),x,0.63,-10,-5,27,0.7,17,-385,4.8*

The results go on:
SMILES	Calb biofilm kill	DAT uptake mod	HUVEC tox TNFa	IL1B cytotox	CYP2C19 inh	CYP2C19 act	VCAM1 TNFa inh	CYP2C9 inhib	CYP2C9 act
COc1ccc(Cc2nnc(SCc3nc4ccccc4c(=O)[nH]3)n2C)cc1	1	0.9	7	17	9	0.9	-4	62*	0.4
CC(C)OC(=O)CSc1nnc(Cc2ccccc2)n1Cc1ccco1	5	0.21	-30	-2	71*	0.3	23	50	0.5
CCOC(=O)c1c(C)c(C(=O)NCCc2ccc(S(N)(=O)=O)cc2)c(C)n1CC	9	x	-2	-5	1	1	-9	16	0.8
COc1ccc(S(=O)(=O)N2CCCC(C(=O)Nc3ccc(NC(=O)c4ccccn4)cc3)C2)cc1 (stereo unspecified)	0	0.089	-1	8	21	0.8	14	-18	1.2
COC(=O)c1cc2n(n1)CCN(Cc1ccccc1Cl)C2=O	x	x	-8	-2	24	0.8	7	10	0.9
CCC(C)NC(=O)C1c2ccccc2C(=O)N1Cc1ccccc1OC (stereo unspecified)	-2	-0.22	x	x	14	0.9	x	29	0.7
CC(CC(=O)O)CC(=O)Nc1ccccc1C(=O)O (stereo unspecified)	x	-0.12	-14	-27	-18	1.2	24	-18	1.2
COCCNC(=O)c1cnn2c(C(F)(F)F)cc(-c3ccc4c(c3)OCO4)nc12	x	-0.013	-14	17	19	0.8	1	36	0.6
CCCSCCCNC(=O)c1cc2c(s1)CS(=O)(=O)C2	-1	-0.82	0	-5	8	0.9	2	14	0.9
COc1ccccc1OCc1nnc(SCC(=O)c2cc(Cl)ccc2OC)o1	0	1.7e-05	-30	-18	8	0.9	-26	-156	2.6*
COc1cc(NC(=O)CN2C(=O)NC(C)(CCC(C)C)C2=O)cc(OC)c1 (stereo unspecified)	4	0.91	-31	-20	44	0.6	6	44	0.6
COc1ccc(NC(=O)CSc2nc(O)cc(=O)n2-c2ccccc2OC)cc1	9	0.4	-9	-16	3	1	-4	-1	1

The list goes on, starting with the last two of the part before.
SMILES	Calb biofilm kill	DAT uptake mod	HUVEC tox TNFa	IL1B cytotox	CYP2C19 inh	CYP2C19 act	VCAM1 TNFa inh	CYP2C9 inhib	CYP2C9 act
COc1cc(NC(=O)CN2C(=O)NC(C)(CCC(C)C)C2=O)cc(OC)c1 (stereo unspecified)	4	0.91	-31	-20	44	0.6	6	44	0.6
COc1ccc(NC(=O)CSc2nc(O)cc(=O)n2-c2ccccc2OC)cc1	9	0.4	-9	-16	3	1	-4	-1	1
Cc1ccc(Cc2cnc(NC(=O)/C(C#N)=C/c3ccc(-c4cccc([N+](=O)[O-])c4)o3)s2)cc1	x	-0.37	-2	11	-4	1	6	26	0.7
Cc1ccc(-c2ccc(=O)n(CC(=O)N3CCN(c4cc(Cl)ccc4C)CC3)n2)cc1	1	0.47	-12	6	9	0.9	-7	-2	1
CCOC(=O)C1CCN(c2c(N3CCN(c4ccccc4OC)CC3)c(=O)c2=O)CC1	12	0.022	x	x	-3	1	x	7	0.9
Cn1c(=O)c2c(ncn2CC(=O)OCc2ccccc2)n(C)c1=O	-5	-0.038	-7	-24	2	1	11	63*	0.4
CCOC(=O)N1CCC(NC(=O)c2ccc3nc4ccccc4c(=O)n3c2)CC1	3	x	-4	-7	-1	1	-13	17	0.8
NS(=O)(=O)c1ccc(Nc2ncccc2[N+](=O)[O-])cc1	x	-0.78	-2	5	-10	1.1	8	14	0.9
Cc1cc(C(=O)OCC(=O)Nc2ccc(F)c(F)c2)c(C)o1	x	1.1	-21	11	95*	0.1	-3	61*	0.4
O=C(c1ccco1)N1CCN(S(=O)(=O)c2ccc(S(=O)(=O)NC3CCCC3)cc2)CC1	4	-0.006	-13	-7	-5	1	0	14	0.9
CCOc1cc(C2C(C#N)=C(N)Oc3n[nH]c(-c4ccccc4)c32)ccc1O (stereo unspecified)	x	-0.039	-25	-10	71*	0.3	-10	94*	0.1
CCOC(=O)C1=C(CS(=O)(=O)c2ccccc2)NC(=O)NC1c1ccccc1 (stereo unspecified)	4	-0.6	-32	-3	24	0.8	-3	5	1
Cc1ccc(N2C(=O)c3ccccc3C2=O)cc1C	0	-1.3	3	-6	x	x	-17	x	x
CC(C)n1c(N2CCN(C(=O)NCc3ccccc3)CC2)nc2ccccc21	-1	-0.82	-31	2	18	0.8	19	-7	1.1
O=C(CC1Sc2ncnn2C1=O)Nc1ccccc1 (stereo unspecified)	5	-0.25	1	-11	-7	1.1	22	-12	1.1
COc1cccc(OC)c1C(=O)Nc1nnc(C(C)C)s1	4	-0.76	3	-14	-6	1.1	-14	20	0.8
CCOC(=O)N1CCN(C(=O)CN(c2ccc(OC)cc2)S(C)(=O)=O)CC1	7	1.1	-14	20	x	x	1	x	x
CCc1ccc2c(CN(CC)Cc3nc4ccccc4c(=O)[nH]3)cc(=O)oc2c1	9	-0.008	-10	-10	48	0.5	10	40	0.6
C=CCC1c2cccc(C(=O)OC)c2C(=O)N1c1ccccc1 (stereo unspecified)	-3	-0.11	3	7	38	0.6	-11	12	0.9
Cc1ccccc1C(=O)Oc1ccc(Sc2ccc(O)cc2)cc1	x	x	-12	-8	7	0.9	-35	-21	1.2
COCCn1nnnc1C(c1ccc(OC)c(OC)c1)N1CCN(c2nc3ccccc3s2)CC1 (stereo unspecified)	5	0.086	-16	-14	0	1	10	69*	0.3
CC(CCc1ccccc1)NC(=O)c1ccncc1 (stereo unspecified)	8	-0.51	-16	-20	100*	0	-4	94*	0.1
